High-throughput results as filed in PubChem.
SRC3 TRFRET art: flags TR-FRET format artefacts in PPARgamma SRC-3 recruitment agonist screen; TR-FRET artefact counter-screen, PPARgamma/SRC-3 format; hits give high values; TR-FRET ratio at 8 µM; hit rate 0.39% among 99,000; AID 1048; in the data active means TR-FRET ratio above about 2000; further: inactives centre near 1600; reference of the scale not given here
SRC1 TRFRET art: flags TR-FRET format artefacts in PPARgamma SRC-1 recruitment agonist screen; hit rate 0.34% among 99,000; TR-FRET ratio at 8 µM; TR-FRET detection artefact counter-screen, emission ratio; hits give high values; in the data active means TR-FRET ratio above about 2300; further: inactives centre near 1800; reference of the scale not given here
* = called active by the depositor. Some of the compounds tested; the hit share may differ from the screen's.

Each structure is followed by: SRC1 TRFRET art, SRC3 TRFRET art
1	Cc1ccc(NC(=O)CNC(c2ccccc2)c2ccccc2)c(F)c1
→ 1819, 1505
2	N/C(=N/S(=O)(=O)c1ccccc1)c1cccc([N+](=O)[O-])c1
→ 1754, 1602
3	CSc1nnc(Cn2c(=O)sc3ccccc32)n1C
→ 1537, 1426
4	COc1ccc(OC)c(/C=C/C(=O)Nc2cccc(S(=O)(=O)N3CCCC3)c2)c1
→ 2133, 1787
5	OCC1(Cc2cccc(Cl)c2)CCCN(Cc2cn[nH]c2C2CCCCC2)C1 (centres undefined)
→ 1594, 1447
6	Fc1ccc(-c2nnc3ccccn23)cc1
→ 1567, 1822
7	CCOC(=O)Cc1csc(NS(=O)(=O)c2ccc3ccccc3c2)n1
→ 1607, 1352
8	CCn1nnnc1SCC(=O)c1cc(Cl)ccc1OC
→ 1976, 1619
9	COC(=O)c1ccc(NC(=O)CCN2C(=O)CSC2=O)cc1
→ 1956, 1688
10	COCCNC(=S)N/N=C(\C)CCc1ccc2c(c1)OCO2
→ 1733, 1659
11	N#Cc1c(NC(=S)NC(=O)c2ccccc2)sc2c1CCC2
→ 1817, 1528
12	CCn1cc(C(=O)NCCCN2CCN(C)CC2)c(=O)c2cc(S(=O)(=O)N3CCc4ccccc4C3)ccc21
→ 1677, 1538
13	O=C(Nc1ncc(Cc2cccc([N+](=O)[O-])c2)s1)c1ccco1
→ 1733, 1407
14	O=C1CSC(c2ccccn2)N1c1ccccc1F (centres undefined)
→ 1847, 1806
15	COc1cc(/C=C/C(=O)O)cc(S(=O)(=O)N2CCc3ccccc32)c1OC
→ 1843, 1628
16	Cc1cc(C)n(CCC(=O)N/N=C/c2ccc(O)cc2O)n1
→ 2072, 1676
17	COc1cc(NC(=O)CN(C)C2CCCCC2)c(C)cc1[N+](=O)[O-]
→ 2055, 1494
18	Cc1nc2ccccc2c2c1C(=O)N(c1ccc(C(=O)O)cc1)C2=O
→ 1969, 1456
19	Cc1nc2cc(C(=O)N3c4ccccc4CC3C)ccc2s1 (centres undefined)
→ 1667, 1358
20	O=C(Cc1c(F)cccc1Cl)Nc1ncc([N+](=O)[O-])s1
→ 1686, 1684

Quoted from the listing:
SRC3 TRFRET art, compound 19 : 1358
SRC1 TRFRET art, compound 8 : 1976
SRC3 TRFRET art, compound 18 : 1456

Continuation:
Each structure is followed by: SRC1 TRFRET art, SRC3 TRFRET art
21	CCc1ccc(C(=O)NNC(=S)Nc2ccc(S(N)(=O)=O)cc2)s1
→ 1891, 1696
22	O=C(NCC1CCCO1)c1ccc2c(=O)n(Cc3cccc(Br)c3)c(=S)[nH]c2c1 (centres undefined)
→ 1927, 1557
23	CCCCC(=O)Nc1cccc(NC(=S)NC(=O)COc2ccccc2Cl)c1
→ 1670, 1573
24	CCCc1[nH]nc2c1C(C1CC=CCC1)C(C#N)=C(N)O2 (centres undefined)
→ 1934, 1682
25	COCCSc1nnc(NC(=O)c2ccc3c(c2)OCO3)s1
→ 1713, 1508
26	COc1ccc(C=O)cc1COc1ccc([N+](=O)[O-])c(C)c1
→ 1810, 1297
27	S=C(NCC1CCCO1)NC1CCCCC1 (centres undefined)
→ 1569, 1501
28	O=C(N/N=C/c1cn(-c2cccs2)nc1-c1ccccc1)c1ccccc1Br
→ 1659, 1685
29	O=C1CC(N2CCCCCC2)C(=O)N1c1ccc(F)cc1 (centres undefined)
→ 1859, 1633
30	O=C(COC(=O)c1ccco1)NCc1ccccc1Cl
→ 1949, 1747
31	CN(C)c1ccc(C(=O)OCC(=O)NC2CCCCCC2)cc1
→ 1800, 1686
32	N/C(Cc1ccc(Cl)cc1Cl)=N\OC(=O)Cc1ccccc1
→ 1803, 1570
33	CN1CCN(C(=O)C2=C[C@@H](C(C)(C)C)C[C@@H](OCc3ccc(CO)cc3)O2)CC1
→ 1784, 1447
34	Cc1ccc(-n2nc(C)c(C3(O)C(=O)N(C(C)C)c4ccccc43)c2N)cc1 (centres undefined)
→ 1698, 1596
35	NC(=O)COC(=O)c1c2c(nc3ccccc13)CCC2
→ 1823, 1434
36	CCOC(=O)C1(Cc2cccc(OC)c2)CCN(Cc2cnc(SC)nc2)CC1
→ 1693, 1517
37	C[n+]1c2n(c3ccccc31)N=C(c1cc(C(C)(C)C)c(O)c(C(C)(C)C)c1)CS2
→ 1955, 1692
38	COc1ccc2cc(-c3[nH]ncc3CN3CCCN(c4ccccc4)CC3)ccc2c1
→ 1652, 1511
39	CN(CCOC(=O)CN1C(=O)c2ccccc2C1=O)C1=NS(=O)(=O)c2ccccc21
→ 1795, 1520
40	O=S(=O)(NCC(c1cccnc1)N1CCOCC1)c1ccc(Cl)cc1 (centres undefined)
→ 1718, 1537

3 entries already listed, arranged by length of the SMILES, ascending:
Each structure is followed by: SRC1 TRFRET art, SRC3 TRFRET art
25	COCCSc1nnc(NC(=O)c2ccc3c(c2)OCO3)s1
→ 1713, 1508
39	CN(CCOC(=O)CN1C(=O)c2ccccc2C1=O)C1=NS(=O)(=O)c2ccccc21
→ 1795, 1520
33	CN1CCN(C(=O)C2=C[C@@H](C(C)(C)C)C[C@@H](OCc3ccc(CO)cc3)O2)CC1
→ 1784, 1447

The results go on:
Each structure is followed by: SRC1 TRFRET art, SRC3 TRFRET art
41	CC(=O)c1c(C)[nH]c(C(=O)OCC(=O)Nc2sc3c(c2C#N)CCCC3)c1C
→ 1722, 1681
42	N/C(=N\OC(=O)c1ccc2c(c1)OCO2)c1cccnc1
→ 1665, 1618
43	CC(C)c1ccc(/C=N/NC(=O)c2nnn(-c3nonc3N)c2CSC2=NCCS2)cc1
→ 1881, 1648
44	O=C(CSCc1ccc([N+](=O)[O-])cc1)Nc1ccccc1C(=O)O
→ 1861, 1575
45	Cc1ccccc1OCCN1C(=O)C(=O)c2cccc(C)c21
→ 1785, 1569
46	CCOC(=O)C1CCCN(C(=O)c2ccc([N+](=O)[O-])c(C)c2)C1 (centres undefined)
→ 1689, 1640
47	COc1ccc(NS(=O)(=O)c2cccc(Cl)c2Cl)cc1S(=O)(=O)N1CCCCC1
→ 1706, 1599
48	CCC(CC)C(=O)Nc1cc([N+](=O)[O-])ccc1F
→ 1977, 1391
49	Cc1cccc(NC(=S)N/N=C2/CCCCc3ccccc32)c1
→ 1738, 1419
50	O=C(C[n+]1ccc(-c2cc(C(=O)Nc3cccc(C(F)(F)F)c3)c3ccccc3n2)cc1)c1cccc([N+](=O)[O-])c1
→ 1956, 1661
51	CCn1c(SCc2nc3sc(C(=O)O)c(C)c3c(=O)[nH]2)nnc1-c1ccc(Cl)cc1
→ 1748, 1758
52	Oc1ccc(NC(=S)Nc2ccc(O)cc2)cc1
→ 1542, 1688
53	COc1ccccc1C(=O)NC(=S)N1CCc2ccccc21
→ 1689, 1523
54	Clc1ccc(-n2nnc(-c3nccs3)n2)cc1Cl
→ 1969, 1587
55	CSCC(=O)Nc1nc(-c2ccc3c(c2)OCCO3)cs1
→ 2074, 1636
56	Cc1c2ccccc2nc2c(F)c(NC(C)C)c(F)c(F)c12
→ 1592, 1605
57	Cc1cccc(N2CCN(C(=O)CS(=O)(=O)Cc3nc(-c4ccccc4F)oc3C)CC2C)c1 (centres undefined)
→ 1684, 1459
58	CN(Cc1ccccc1)c1nc(CN2CCOCC2)nc2scc(-c3ccccc3)c12
→ 1629, 1678
59	CN=C(NC(=O)Nc1c(C)cccc1C)NC(=O)Nc1c(C)cccc1C
→ 1782, 1511
60	CCn1c(=O)cc(SCC(=O)Nc2ccc(C)cn2)c2ccccc21
→ 2927*, 3211*

Whole records from above. Order of values: SRC1 TRFRET art | SRC3 TRFRET art
COc1ccccc1C(=O)NC(=S)N1CCc2ccccc21 across the screens: 1689 | 1523
Cc1cccc(NC(=S)N/N=C2/CCCCc3ccccc32)c1 across the screens: 1738 | 1419

(list continues)
Each structure is followed by: SRC1 TRFRET art, SRC3 TRFRET art
61	CCOC(=O)c1ccc(NC(=O)NCc2ccccc2OC)cc1
→ 1900, 1587
62	Nc1nnc(-c2ccccc2[N+](=O)[O-])o1
→ 1509, 1535
63	C=CCn1c(CCC)nc2ccccc21
→ 2052, 1632
64	COC(=O)c1c(NC(=O)C2COc3ccccc3O2)sc2c1CCN(C(C)=O)C2 (centres undefined)
→ 1972, 1541
65	CC(=O)N1C(=O)/C(=C2\SC(=S)N(NC(=O)c3ccc(O)cc3)C2=O)c2ccccc21
→ 1847, 1308
66	Cc1ccc(/C=N/n2c(C3CCCCC3)n[nH]c2=S)s1
→ 1831, 1556
67	CC(C)/C=N/NC(=O)c1cc(Br)ccc1O
→ 1592, 1640
68	O=[N+]([O-])c1ccc(Cl)c(/C=N/n2c(-c3cccnc3)n[nH]c2=S)c1
→ 1711, 1495
69	O=C(c1ccccc1Sc1ccccc1[N+](=O)[O-])N1CCCCC1
→ 1533, 1474
70	CC(C)Oc1ccc(Cc2cnc(=S)[nH]c2N)cc1
→ 1878, 1554
71	CC(=O)NCCC(=O)N1CCCC(CNC(=O)c2ccc(-c3ccccc3)cc2)C1 (centres undefined)
→ 1700, 1675
72	Cc1ccsc1/C=c1\sc2ncnn2c1=O
→ 1840, 1501
73	COC(=O)C1C(=O)c2c(C)noc2CC1(C)C (centres undefined)
→ 1706, 1530
74	COc1cccc(NC(=S)Nc2cc(C(=O)O)ccc2N2CC3CC(C2)c2cccc(=O)n2C3)c1 (centres undefined)
→ 1739, 1523
75	CCOC(=O)c1c(NC(C)=O)no[n+]1[O-]
→ 1802, 1613
76	NC(=O)C1CC(=O)N(c2ccc(OCc3c(Cl)cccc3Cl)cc2)C1 (centres undefined)
→ 1799, 1618
77	COc1ccc(OCC(Cn2cnc3ccccc32)OC(C)=O)cc1 (centres undefined)
→ 1887, 1770
78	Cc1cc(C)nc(SCC(=O)Nc2ccnc3ccccc23)n1
→ 1928, 1706
79	CCCC(=O)NCCc1nc2cc([N+](=O)[O-])ccc2n1C
→ 1392, 1541
80	COc1ccccc1-n1cc(CN2CCCC(CO)(Cc3cccc(Cl)c3)C2)cn1 (centres undefined)
→ 1606, 1562

Continued, overlapping the part above by four compounds.
Each structure is followed by: SRC1 TRFRET art, SRC3 TRFRET art
77	COc1ccc(OCC(Cn2cnc3ccccc32)OC(C)=O)cc1 (centres undefined)
→ 1887, 1770
78	Cc1cc(C)nc(SCC(=O)Nc2ccnc3ccccc23)n1
→ 1928, 1706
79	CCCC(=O)NCCc1nc2cc([N+](=O)[O-])ccc2n1C
→ 1392, 1541
80	COc1ccccc1-n1cc(CN2CCCC(CO)(Cc3cccc(Cl)c3)C2)cn1 (centres undefined)
→ 1606, 1562
81	Cc1ccc(S(N)(=O)=O)c(C)c1-n1cnnn1
→ 1977, 1456
82	COc1ncccc1C(=O)N1CCCC(C(=O)c2cccc(OC(C)C)c2)C1 (centres undefined)
→ 1890, 1567
83	Oc1oc(-c2ccccc2)nc1/C=N/c1ccccn1
→ 1721, 1385
84	CC(C)n1cc(CN2CCCC(CO)(Cc3cccc(Cl)c3)C2)cn1 (centres undefined)
→ 1685, 1499
85	CCN(CC)C(=O)CCCc1c[nH]c2ccccc12
→ 2004, 1523
86	CCOc1ccc2nc3sc(C(=O)N4CCOCC4)c(N)c3cc2c1
→ 1930, 1552
87	C=CCc1ccc(OCCOCCOc2cccc3cccnc23)c(OC)c1
→ 1486, 1583
88	Cc1ccc(NC(=S)NCc2ccc3c(c2)OCO3)cc1
→ 1845, 1487
89	O=C(OCc1ccco1)c1cccnc1
→ 2152, 1619
90	COc1ccc(NC(=O)CC(c2ccc(F)cc2)c2ccc(OC(C)C)cc2)cc1 (centres undefined)
→ 1688, 1530
91	O=C(CCCOc1ccc(Cl)cc1)Nc1ccc(N2CCOCC2)cc1
→ 1558, 1636
92	COc1ccc(C(=O)ON=C2C=C(C)C(=O)C(C)=C2)cc1
→ 1912, 1711
93	CN(C)C=NC(=O)c1cc(C(=O)c2ccc(Cl)cc2Cl)c[nH]1
→ 1938, 1613
94	CCOc1ccc(-c2n[nH]c(C)c2-c2ccccn2)c(O)c1
→ 1576, 1513
95	NC(=O)COc1c(-c2ccco2)oc2ccccc2c1=O
→ 1793, 1640
96	COc1ccccc1NC(=O)N(CCN1CCOCC1)Cc1cc2cc(C)cc(C)c2[nH]c1=O
→ 1703, 1573
97	Cc1cc2cc(CCNC(=O)c3cccc([N+](=O)[O-])c3)c(=O)[nH]c2cc1C
→ 1964, 1574
98	O=S(=O)(NCc1ccco1)c1ccc(Cl)nc1
→ 1773, 1393
99	Cc1cc(Nc2c(C#N)c(N)nn2C)ccc1F
→ 2027, 1779
100	CC(C)(C)NC(=O)c1nn(Cc2ccccc2)c(=O)c2ccccc12
→ 1930, 1735
101	CCn1ncc(N(C)N)c(Cl)c1=O
→ 1725, 1642
102	N[C@@H](Cc1ccc(O)c(I)c1)C(=O)O
→ 1731, 1577
103	O=C(CC1SC(=NCC2CCCO2)NC1=O)Nc1cc([N+](=O)[O-])ccc1Cl (centres undefined)
→ 1864, 1598
104	Cc1ccccc1C(OCCN(C(C)C)C(C)C)c1ccccc1 (centres undefined)
→ 1886, 1644
105	COc1ccc(Br)cc1CNC(=O)CCCc1cn(C)c2ccccc12
→ 2025, 1592
106	O=C(CCCc1ccccc1)NCCC1=CCCCC1
→ 1576, 1531
107	CS(=O)(=O)c1ccc(-c2nnn(CC(N)=O)n2)cc1
→ 1865, 1768
108	COc1cc(/C=C2\SC(=Nc3ccccc3)N(CCc3c[nH]c4ccccc34)C2=O)ccc1OC(C)C(=O)O (centres undefined)
→ 1770, 1640
109	S=C(NCc1ccncc1)Nc1ccc(Cl)cc1Cl
→ 1605, 1656
110	O=C(O)/C=C\C(=O)Nc1ccccc1F
→ 1670, 1693
111	Cc1c2c(nc3nc4ccccc4n13)CCCC2=O
→ 1823, 1572
112	CN(C)C(=O)c1ccc(NC(=O)CSc2nc3ccccc3[nH]2)cc1
→ 1655, 1733
113	CCOC(=O)c1cnn(-c2nc(OC)cc(OC)n2)c1C(F)(F)F
→ 1863, 1485
114	CC(C)(C(=O)Nc1nccs1)c1ccccc1
→ 1816, 1487
115	CCc1ccc(NC(=O)c2ccc(F)c(S(=O)(=O)N(CC)c3ccccc3)c2)cc1
→ 1998, 1583
116	O=C(CN1CCN(c2ccccc2O)CC1)Nc1ccc2c(c1)CCC2
→ 1957, 1470
